Screens deposited in PubChem BioAssay by NCI.
NCI-60 one-dose screen, 48 h, at 10 µM unless noted. Numbers give growth in % (100 = growth as untreated, 0 = no growth, -100 = all killed).
OVCAR-4: OVCAR-4 ovarian cancer cells; AID 1794784; 3.7% of 80,000 active
TK-10: TK-10 renal cancer cells; 3.9% of 81,000 active; AID 1794769
OVCAR-5: OVCAR-5 ovarian cancer; 2.9% of 82,000 active
IGROV1: IGROV1 ovarian cancer | 4.7% of 79,000 active
786-0: 786-0 renal cancer cells; 5.1% of 81,000 active; AID 1794775
SN12C: SN12C renal cancer cells. 3.8% of 81,000 active
SK-OV-3: SK-OV-3 ovarian cancer cells; 3.2% of 80,000 active
UO-31: UO-31 renal cancer; 5.2% of 81,000 active; AID 1794768
* marks the source's active call; other numbers are inactive results; . = no result given; & = joins results of further samples. Rule for the calls: active = growth percent below 10; inactive = the rest. An unsorted share of the library; 8.7% or so of the library scored in one or more.

SMILES	OVCAR-4	TK-10	OVCAR-5	IGROV1	786-0	SN12C	SK-OV-3	UO-31
O=C(CSc1nnc(-c2ccc(Cl)c(Cl)c2)n1-c1ccccc1)Nc1ccc(C(=O)/C=C/c2ccc(Cl)cc2)cc1	94	93	97	89	89	89	88	66
CC(C)CCNCCO	115	104	100	108	108	117	100	91
O=C1/C(=C/c2ccccn2)SC(=S)N1N1CCOCC1	107	99	98	94	103	94	101	72
COc1ccc(N2C(=O)C(OC)C2c2ccc(Cl)cc2)cc1 (stereo not given)	96	97	99	104	100	106	118	89
Clc1ccc(-n2on2-c2ccc(Cl)cc2)cc1	90	158	110	76	105	98	82	73
O=C(N=c1n(-c2ccc(Cl)cc2)nc2n1CCN2C1=NCCN1)c1ccc(Cl)cc1	.	93	94	49	100	82	113	45
CC(=O)N1CC(=O)N/C(=C\c2cn(S(=O)(=O)c3ccccc3)c3ccc(C)cc23)C1=O	100	91	79	87	92	76	.	38
COC(=O)c1cc2c3c(cc(O)c2[nH]1)N(C(=O)C1Cc2cc(OC)c(OC)c(OC)c2N1)CC3CCl (stereo not given)	-99*	-90*	-61*	-11*	-48*	-89*	-45*	-98*
O=C(c1cccs1)N1CCN(c2ccccc2)CC1	110	116	99	125	109	102	.	101
Cc1cc2ncc(-c3cc4ccccc4c(N4CCN(C)CC4)n3)nc2cc1C	38	67	32	42	61	32	87	4.2*
Cc1nc2scc(-c3ccccc3)n2c(=O)c1CCNc1ccc(S(=O)(=O)N=C(N)N)cc1	98	133	113	87	100	94	87	53
COC(=O)c1nc(-c2ccc(C)cc2)oc1N1CCNCC1	111	95	102	97	105	99	105	77
CC1CCN(C(=O)CC#N)CC1	129	109	98	100	110	97	108	85
CSc1nc(NC(=O)CN2CCN(c3cc4c(cc3F)c(=O)c(C(=O)O)cn4C3CC3)CC2)cc(=O)[nH]1	95	107	102	91	90	94	109	81
O=C1CCC(N2CCSC2=S)N1 (stereo not given)	104	93	104	107	108	111	99	99
O=C1c2cccc(NCCN=Cc3ccccc3O)c2C(=O)c2c(NCCN=Cc3ccccc3O)cccc21	2.4*	22	16	.	37	45	29	-4.5*
O=NC1CC=CCC1c1ccccc1 (stereo not given)	106	103	94	111	106	108	111	84
COc1ccc(C(=O)CSc2nnc(-c3c[nH]c4ccccc34)n2-c2ccccc2)cc1	0.6*	64	77	60	45	44	66	33
O=C(N/N=C/c1cc2ccccc2c2ccccc12)c1cc(O)c(O)c(O)c1	26	69	90	59	83	70	79	39
COc1ccc2c(c1)O/C(=C/c1ccc(OCC(=O)Nc3ccc(S(N)(=O)=O)cc3)cc1)C2=O	102	115	103	111	97	98	102	86
CC(C)(C)Cc1cssc1=S	112	106	110	113	99	95	119	89
O=C(Cn1c(/C=C/c2cccc([N+](=O)[O-])c2)nc2ccccc2c1=O)Nc1ccccc1	98	109	104	106	60	75	49	77
CCC(C)Oc1cc(/C=N/NC(=O)c2cnn(CC(O)c3ccccc3)c2N)ccc1OC (stereo not given)	79	102	103	108	96	95	.	100
Cn1c(=O)c2c(nc(NC3=NS(=O)(=O)c4ccccc43)n2CC(=O)Nc2ccc(S(N)(=O)=O)cc2)n(C)c1=O	111	128	97	97	100	90	105	77
CN(C)C=Nc1ccn(C2CC(F)C(CO)O2)c(=O)n1 (stereo not given)	97	90	103	.	102	104	96	.

Single values from the entries so far.
SK-OV-3, `O=C(N/N=C/c1cc2ccccc2c2ccccc12)c1cc(O)c(O)c(O)c1` stands at 79
OVCAR-4, `CC(C)CCNCCO` stands at 115
UO-31, `Cc1cc2ncc(-c3cc4ccccc4c(N4CCN(C)CC4)n3)nc2cc1C` stands at 4.2*

Back to the main list; the 4 compounds before the break are reprinted first.
SMILES	OVCAR-4	TK-10	OVCAR-5	IGROV1	786-0	SN12C	SK-OV-3	UO-31
O=C(Cn1c(/C=C/c2cccc([N+](=O)[O-])c2)nc2ccccc2c1=O)Nc1ccccc1	98	109	104	106	60	75	49	77
CCC(C)Oc1cc(/C=N/NC(=O)c2cnn(CC(O)c3ccccc3)c2N)ccc1OC (stereo not given)	79	102	103	108	96	95	.	100
Cn1c(=O)c2c(nc(NC3=NS(=O)(=O)c4ccccc43)n2CC(=O)Nc2ccc(S(N)(=O)=O)cc2)n(C)c1=O	111	128	97	97	100	90	105	77
CN(C)C=Nc1ccn(C2CC(F)C(CO)O2)c(=O)n1 (stereo not given)	97	90	103	.	102	104	96	.
COc1cc(OC)c2c(c1Cl)O[C@]1(C2=O)C(OCc2ccccc2)=CC(=NCCC(=O)O)C[C@H]1C	110	94	99	102	101	93	110	93
CCNCCCn1c2c(c3ccc([N+](=O)[O-])cc3c1=O)C(=O)c1cc(OC)cnc1-2	10	-28*	12	-24*	-92*	1.1*	-25*	-85*
O=C1NC(=O)/C(=C/c2cn(-c3ccccc3)nc2-c2ccccc2)S1	73&88	104&109	109&104	101&97	64&79	110&95	89&93	60&68
O=c1c2ccccc2n2cnc3ccc(Cl)c1c32	83	49	82	56	73	76	70	45
Fc1cccc(-c2ncc(-c3ccccc3)o2)c1	101	106	98	109	98	101	105	95
CCCC1CCCCN1C(=O)OC (stereo not given)	101	105	101	103	102	98	106	.
c1csc(-c2nc3c4c5c(sc4ncn3n2)CCC5)c1	65	109	92	50	97	93	96	58
CC1CCC(C)(C)c2ccccc21 (stereo not given)	98	104	92	98	101	99	101	91
COc1c(O)cc(Br)c(C=O)c1[N+](=O)[O-]	103	98	100	122	100	98	93	87
O=C(Nc1ccncc1)C(=O)c1cn(S(=O)(=O)c2ccc(Oc3ccccc3)cc2)c2ccccc12	88	102	88	83	89	85	86	62
CCCCCCCOC(=O)NC1c2ccccc2Oc2ccccc21	102	91	94	87	96	.	87	63
CC(=O)OCc1ccc([N+](=O)[O-])cc1	120	124	108	107	110	110	110	91
COc1cccc(NC2=CC(=O)C(C)=C(C)C2=O)c1	-1.7*	135	101	40	96	81	.	86
CCCCCCCCCCCCCCCCNC(=O)OCC	105	116	97	96	97	99	108	85
O=S(=O)(O)c1ccc(N=Nc2c(S(=O)(=O)O)cc3cc(S(=O)(=O)O)cc(O)c3c2O)cc1	100	106	93	109	102	103	89	72
Cc1ccccc1OCC(O)CN1CCCCC1 (stereo not given)	106	115	119	106	46	99	139	97
CCOC(=O)c1c(Nc2ccccc2)nn2c(-c3ccc(C)cc3)ccnc12	106	119	104	109	107	96	103	93
COc1ccc(-c2c(C(N)=O)nnn2-c2cc(OC)c(OC)c(OC)c2)cc1	99	92	.	120	99	105	101	92
O=c1cn[nH]c(=O)[nH]1	93	100	98	.	103	90	.	86
CCc1ccc(Nc2cc(C)c3ccc(O)cc3n2)cc1	76	74	84	54	68	77	90	44
CC(C)(C)OC(=O)CC1(O)CCCCC1	98	100	115	114	101	100	105	101
O=[N+]([O-])c1ccc(Oc2ccc(-c3ccccc3)cc2)c([N+](=O)[O-])c1	70	72	115	102	84	85	115	72
COc1ccc(-c2nc(SCC(=O)Nc3nc4ccc(C)cc4s3)[nH]c(=O)c2C#N)cc1	106	113	101	101	102	103	106	81
O=C(OC[C@@H]1CO1)c1cccc2c(=O)c3ccccc3[nH]c12	-27*	-6.4*	-21*	-14*	-8.5*	-47*	-38*	-21*
CCOC(=O)C(=O)/C(=C/n1c(=S)[nH]c2cc(C)ccc21)C(=O)OCC	93	102	100	100	105	97	102	75

4 compounds picked at random from the list so far:
SMILES	OVCAR-4	TK-10	OVCAR-5	IGROV1	786-0	SN12C	SK-OV-3	UO-31
Cc1cc2ncc(-c3cc4ccccc4c(N4CCN(C)CC4)n3)nc2cc1C	38	67	32	42	61	32	87	4.2*
CCCCCCCCCCCCCCCCNC(=O)OCC	105	116	97	96	97	99	108	85
CC(C)CCNCCO	115	104	100	108	108	117	100	91
O=C(N=c1n(-c2ccc(Cl)cc2)nc2n1CCN2C1=NCCN1)c1ccc(Cl)cc1	.	93	94	49	100	82	113	45

(more compounds)
SMILES	OVCAR-4	TK-10	OVCAR-5	IGROV1	786-0	SN12C	SK-OV-3	UO-31
O=C(NC1CCN(Cc2ccccc2)CC1)c1cc(C(=O)NC2CCN(Cc3ccccc3)CC2)cc(C(=O)NC2CCN(Cc3ccccc3)CC2)c1	60	81	112	-34*	100	69	80	-30*
CN(C)CCNC(=O)c1ccc(-c2nc3ccc4[nH]ncc4c3c3c2C2CCC3C2)cc1 (stereo not given)	49	83	96	16	28	10	1.1*	8.1*
CCCCCCCCCCCCCCCC(=O)OC/C=C(C)/C=C/C=C(C)/C=C/C1=C(C)CCCC1(C)C	106	111	105	101	109	98	107	78
COc1ccc(-c2c(C)noc2-c2ccc(O)cc2O)cc1	76	100	112	87	98	86	94	87
CC1=CC(C)(C)Nc2ccccc21	105	90	107	104	106	98	109	91
CC(CCC(=O)O)(c1ccc(O)cc1)c1ccc(O)cc1	105	104	118	109	102	99	106	88
COC(C(N)=O)c1ccccc1 (stereo not given)	101	98	115	111	108	101	100	87
COc1cc(NC(=O)COc2cc(C)nc3ccc(OC)cc23)cc(OC)c1	99	96	107	104	97	89	96	70
CC1(c2ccccc2)NC(=O)N(CC(=O)Nc2ccc(C(=O)/C=C/C=C/c3ccccc3)cc2)C1=O (stereo not given)	69	85	84	86	7.3*	67	120	55
N#CN1CC[C@H](C(=O)Nc2cc3cc(C(N)=O)ccc3cn2)C1	4.3*	-18*	5.1*	16	4.2*	.	-10*	18
COc1ccc(C=O)c(OC)c1	109	85	91	100	98	100	109	90
CCC(C#N)NC1CCN(Cc2ccccc2)CC1 (stereo not given)	114	103	102	89	104	107	102	82
CN1NCc2cncnc21	113	119	98	129	99	99	102	99
CCNCC#CCNCC	103	.	105	112	100	112	107	85
CCc1ccc(C2=NN(c3ccc(S(C)(=O)=O)cc3)C(=O)CC2)cc1	76	71	49	37	36	31	29	33
C1OC1CO[C@H]1CO[C@H]2[C@@H]1OC[C@H]2OCC1CO1 (stereo not given in full)	100	103	103	108	100	101	119	82
Cc1ccc(NC(=O)CC2C(=O)N(Cc3ccccc3)c3nc4ccccc4n32)cc1 (stereo not given)	105	103	101	93	96	105	118	92
Cc1cc(N2CCCCC2)cc(C)c1-c1csc(NC(=O)c2ccncc2)n1	24	77	93	64	78	49	63	37
C#CCOc1ccc(C(Nc2ccc(F)cc2)c2nnnn2C2CCCCC2)cc1OC (stereo not given)	102	101	97	88	89	99	98	80
Cc1ccc(COc2ccc(NC(=O)c3ccc4nc(NC(=O)c5ccc(NCCc6ccccc6)c([N+](=O)[O-])c5)sc4c3)cc2)cc1	50	108	98	95	99	98	95	63
CCOC(=O)C/C=C/CC(=O)OCC	103	101	102	116	106	98	99	100
NC(N)=NS(=O)(=O)c1ccc(N=NC2C(=O)NN(c3ccc([N+](=O)[O-])cc3[N+](=O)[O-])C2=O)cc1 (stereo not given)	98	110	95	97	95	95	93	59
O=c1nc(Nc2cc(Cl)ccc2O)sc2ccccc12	52	96	80	61	88	68	73	43
CCOC(=O)c1sc2nc[nH]c(=O)c2c1C	103	84	91	97	101	103	105	94
CCCCCCCCCCCC(=O)OCC1OC(n2cnc3c(=S)nc[nH]c32)C(OC(=O)CCCCCCCCCCC)C1OC(=O)CCCCCCCCCCC (stereo not given)	85	39	86	.	109	84	38	.

New compounds follow.
SMILES	OVCAR-4	TK-10	OVCAR-5	IGROV1	786-0	SN12C	SK-OV-3	UO-31
CC(=O)[C@H]1CC[C@H]2[C@@H]3CCC4CC(=O)CC[C@]4(C)[C@H]3C(C)(O)C[C@]12C (stereo not given in full)	107	96	108	108	105	119	108	84
Cc1ccc2c(c1)C(=O)/C(=C/c1c[nH]c3ccccc13)S2	41	105	87	60	64	51	84	40
CCOCc1nc(N)nc(N)c1-c1cccc(Cl)c1	110	101	104	99	110	107	106	85
O=C(Nc1nc(-c2ccc(Cl)cc2)cc(-c2ccc(Br)cc2)n1)c1cccnc1	96	119	101	68	90	86	100	57
COc1ccc(-c2nc(N3CCCC3=O)sc2Br)cc1OC	98	94	99	113	98	104	115	94
O=C(N/N=C\c1cc(O)c(O)c(O)c1)c1ccc2nc(-c3ccc([N+](=O)[O-])cc3)[nH]c2c1	78	127	96	73	97	94	.	66
Cc1cccc(CNc2c3ccccc3nc3ccccc23)c1	28	38	36	19	24	26	45	15
CC(C)(C)NC(=O)C(c1c[nH]c2ccccc12)N(Cc1ccccc1)C(=O)c1ccccc1C(=O)NCc1ccco1 (stereo not given)	79	100	107	100	94	83	82	68
COc1ccc(Cc2cc(-c3ccccc3)nn(C/C(=N/O)c3ccccc3)c2=O)cc1OC	77	98	90	81	90	82	110	61
CC(=O)Nc1cc(Cl)ccc1[N+](=O)[O-]	124	96	111	123	105	101	102	89
CCCCCCCSc1ccc(C(=O)CCN2CCCCC2)cc1	102	105	99	97	92	89	107	78
COC(=O)C1(C)CCC[C@]2(C)[C@H]3C[C@H]4C(C(C)C)=C[C@]3(CC[C@@H]12)[C@@H]1C(=O)CC[C@H](OC(=O)Cc2c[nH]c3ccccc23)[C@@H]14 (stereo not given in full)	86	121	102	74	94	88	101	64
COCCn1c(-c2ccnn2C)nnc1N1CCC(F)(F)C1	102	97	93	104	103	100	.	89
C=C1[C@]2(C)CC3[C@@]4(C)CC[C@H](O)C(C)(C)C4CC[C@@]3(C)[C@@]1(C(=O)OC)C=C(C)C2=O (stereo not given in full)	100	101	103	89	101	90	115	77
CCOC(=O)/C=C/c1nc(C#N)c(N(C)C)o1	95	93	93	106	94	104	97	92
NC(=O)c1cccc(N2Cc3ccccc3OC3=C2C(=O)c2c(O)ccc(O)c2C3=O)c1	-93*	-100*	-68*	.	-81*	-53*	21	-87*
C/C=C(C)/C=N/NC(=O)C(=O)N/N=C/C(C)=C/C	.	108	100	94	110	98	108	98
COc1cc(-n2nc(C(=O)Nc3ccc(C(=O)O)cc3)nc2-c2ccccc2)cc(OC)c1OC	110	79	86	51	92	82	64	59
